Autophagy mod: autophagy modulators in MEF cells, primary screen, imaging, high-content, MEF GFP-LC3 | 190,000 compounds, 0.98% hits | calls only at 10 µM (by protocol) | MEF GFP-LC3 puncta imaging; test concentration mostly 10 µM;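 active means percentage of spot-positive cells more than 3 SD above its plate mean, without a fluorescence outlier flag or 80% toxicity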;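 further: spot-positive cell cutoff set from DMSO-treated cells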
P. falciparum M17LAP: P. falciparum M17LAP inhibitors, primary screen, biochemical, fluorogenic H-Leu-NHMec substrate, 1536-well (AID 1619); recombinant M17LAP, H-Leu-NHMec fluorogenic kinetic assay; higher % means a stronger effect; 220,000 compounds, 0.38% hits; one-dose inhibition, % at 30 µM; IC50 in µM for titrated hits; Leucine aminopeptidase (Plasmodium falciparum (isolate 3D7));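 active means compound inhibiting the enzyme by more than half at any dose during confirmatory dose-response retesting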;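 further: plate controls were full reaction with DMSO carrier for no effect and no enzyme background for full effect; strong numbers were not always called active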
NOD1 inhibition: NOD1 signaling inhibitors, primary screen, cell-based, luminescence, uHTS (AID 1578); NOD1-driven NF-kB luciferase reporter cells, luminescence; higher % means a stronger effect; one-dose inhibition, % at 4 µM; EC50 in µM for titrated hits; 290,000 compounds, 1% hits; in the data active means inhibition mostly above about 36%, no sharp cut-off; inactive means mostly below about 34%;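 further: HEK-293T reporter cells stimulated with the NOD1 agonist gamma-tri-DAP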
bCat nuc transl: modulators of beta-catenin nuclear translocation, primary screen, imaging, HeLa cells, immunofluorescence, high-content; nuclear translocation activity, % at 5 µM; 190,000 compounds, 0.3% hits; AID 1665, 2009;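 active means nuclear translocation activity above 50% at 5 µM, with a well cell count of 50 or more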;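 further: per-cell ratio of nuclear to cytoplasmic median beta-catenin stain intensity; plate controls were DMSO negative control for no effect and GSK-3 inhibitor IX positive control for full effect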
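System: Human HeLa cells, endogenous beta-catenin | Compound dosing: 5 µM primary, 0.02–20 µM confirmation | Timing: 24 h compound exposure at 37°C, 5% CO2 | Measured by: Fluorescence imaging of beta-catenin antibody stain plus DAPI | Read-out basis: % activation of per-cell nuclear versus cytoplasmic median beta-catenin signal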
Dynein cargo inh: inhibitors of GR-EGFP nuclear translocation, primary screen, dynein cargo transport inhibitor project, imaging, high-content, 3617.4 mouse cells | test concentration mostly 20 µM; stimulated with dexamethasone, 1 µM; active compounds read low | z-score, hits read low | 220,000 compounds, 0.47% hits | AID 1381, 2008;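 active means plate z-score of nuclear minus cytoplasmic receptor signal below a set negative limit, without overly bright fluorescence or cell loss, cut at about -3.5 in these data, passing the limit was not always enough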;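 further: z-score of nuclear minus cytoplasmic ring GR-EGFP intensity difference per well; some compounds called inactive have numbers as strong as hits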
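medium = tetracycline-free induction medium containing charcoal-stripped FBS | also added = 1.0 µM final dexamethasone stimulus | schedule = 48 h induction, 1 h compound, 30 min dex at 37 °C | technique = fixed, Hoechst-stained cells imaged at 10x for EGFP | measure = GR-EGFP nuclear translocation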
Insulin prom up: insulin promoter activators in MIN6 cells, imaging, high-content screening, mouse beta cells; MIN6 insulin promoter-GFP reporter; active compounds read high; z-score at 5 µM; 190,000 compounds, 0.3% hits; AID 1625, 2009;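 active means z-score above 3 at 5 µM with at least 500 cells counted in the well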
MT stabilizer: microtubule stabilizers in HeLa cells, primary screen, imaging, high-content imaging; HeLa tubulin immunostaining HCS, 24 h; share of cells brighter than vehicle mean+2SD; 200,000 compounds, 0.83% hits; AID 2205, 2009; % tubulin-high responders, % at 10 µM;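 active means plate Z-score above 3 for both tubulin-high and condensed-nucleus cell shares, with cell loss under 80%, at 10 µM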;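 further: anti alpha tubulin signal scored within the nucleus-defined area of each cell; some results filed as inactive read as strong as hits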
NOD2 inhibition: NOD2 signaling inhibitors, cell-based, luminescence, uHTS, HEK293 (AID 1566); one-dose inhibition, % at 4 µM; EC50 in µM for titrated hits; HEK293 NOD2/NF-kB luciferase reporter, luminescence; higher % means a stronger effect; 290,000 compounds, 0.63% hits; in the data active means inhibition above about 50%; further: many of its hits are not listed in these tables
Yfh1-off respiration: enhancers of respiration in Yfh1-depleted yeast, dose response, Friedreich's ataxia, plus single-dose screen (AID 1465). S. cerevisiae Yfh1-off respiration, WST-1 reduction, 72 h; higher fold induction means a stronger effect. one-dose fold induction at 50 µM; EC50 in µM for titrated hits. 220,000 compounds, 0.074% hits;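 active means fold induction of absorbance versus untreated yeast above a set limit, then at least 30% activation at any dose in follow-up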;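 further: activators that raise dye reduction in frataxin-depleted yeast; strong numbers were not always called active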
Dynein cargo inh cytoplasmic EGFP: also measured in Dynein cargo inh; calls as there; z-score; measured here: cytoplasmic GR-EGFP intensity; active compounds read high
Dynein cargo inh nuclear GR-EGFP: recorded beside Dynein cargo inh, whose call it bears; z-score; measured here: nuclear GR-EGFP intensity;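 lower value marks the stronger effect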
Dynein cargo inh cell count: recorded beside Dynein cargo inh, whose call it bears; z-score; measured here: cell count per field
Insulin prom up cell count: second read-out of Insulin prom up, no call of its own (marks repeat the call); cell count; measured here: cytotoxicity, nuclei count;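 total cells summed across four imaged fields per well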
bCat nuc transl cell count 5 µM: also measured in bCat nuc transl; calls as there; cell count; measured here: cell count, cytotoxicity flag
MT stabilizer Hoechst-high %: further read-out of MT stabilizer, marked with its call; % Hoechst-high responders; measured here: nuclear condensation Hoechst responders;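 share of cells brighter than vehicle mean plus two SD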
MT stabilizer cytotoxicity %: further read-out of MT stabilizer, marked with its call; toxicity, %; measured here: cytotoxicity by cell density;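 0% = mean cell density of plate MIN control wells and 100% = no cells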
Autophagy mod cell loss 18 h: second read-out of Autophagy mod, no call of its own (marks repeat the call); toxicity, %; measured here: cell loss, nuclei count;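 cell loss after 18 h compound exposure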
Starred values were filed as active, the others as inactive; i = inactive; / = no result given. An excerpt (hit frequency here may not be typical).

Values in the order – Dynein cargo inh	Insulin prom up	Yfh1-off respiration	Autophagy mod cell loss 18 h	Insulin prom up cell count	bCat nuc transl cell count 5 µM	MT stabilizer Hoechst-high %	NOD1 inhibition	Dynein cargo inh nuclear GR-EGFP	Autophagy mod	NOD2 inhibition	Dynein cargo inh cell count	bCat nuc transl	P. falciparum M17LAP	Dynein cargo inh cytoplasmic EGFP	MT stabilizer	MT stabilizer cytotoxicity %
> c1ccc(CN(Cc2ccco2)C(c2ccncc2)c2nnnn2C2CCCC2)cc1 (stereo not given)
 : 0.74	0.27	i	6	1914	1084	1.2	-16%	1.3	i	4%	-1.2	-1.3	20%	-0.12	3.7	13
> CCOC(=O)C1(CCOc2ccccc2)CCN(C(=O)c2cncs2)CC1
 : 2.9	-0.75	i	19	1457	898	2.3	17%	1.9	i	8%	-1.5	3.3	9%	-0.15	4.0	2.4
> COc1cc(O)cc2cc3c(c(O)c12)C(=O)CC(C)(O)O3 (stereo not given)
 : -0.054	0.77	i	/	915	1095	/	52%*	0.44	/	42%	-0.54	0.4	36%	-0.66	/	/
> CCCc1cc(=O)n2[nH]c(NCc3ccccc3F)nc2n1
 : -0.31	0.13	i	-1	1298	1290	3.2	-4%	-0.087	i	2%	-0.63	-4.2	27%	-0.056	2.3	5.3
> Cn1c(=S)n(/N=C/c2ccc3c(c2)OCO3)c2ccccc21
 : -0.43	0.33	i	-4	1227	992	4.8	-24%	0.22	i	-13%	-0.43	-2.1	2%	-0.24	5.8	9.6
> Cc1ccc(C)c(NC(=O)c2ccccc2Sc2ccc([N+](=O)[O-])cc2Cl)c1
 : 0.24	0	i	9	1307	1118	1.3	-14%	0.63	i	-24%	-1.9	-0.6	7%	-0.19	2.7	8.0
> COc1ccc(OCC(=O)NC(=S)Nc2ccc3c4c(cccc24)CC3)cc1
 : -0.056	-0.14	i	9	1068	500	2.7	-31%	0.58	i	16%	0.065	0.2	12%	-0.25	5.2	1.6
> CCCOc1cccc(-c2nn(-c3ccccc3)cc2/C=C(\C#N)C(=O)NCCCn2ccnc2)c1
 : 0.27	-0.07	i	4	1140	1095	4.1	-37%	0.27	i	11%	0.29	1.2	-6%	0.25	4.3	11
> COC(=O)c1ccc(CSc2cc(C)c3ccccc3n2)o1
 : -0.11	0.35	i	11	1127	1020	3.2	-55%	0.29	i	1%	0.82	3.3	0%	-0.34	2.9	5.0
> c1ccc(C(c2nnnn2Cc2cccs2)N2CCN(C3CCCC3)CC2)cc1 (stereo not given)
 : -1.7	-0.2	i	17	1995	1095	3.0	-25%	-0.57	i	-8%	0.87	-0.8	7%	-0.33	3.8	1.9
> CCOC(=O)N1CCC(N2Cc3cccc(C(=O)N4CCN(c5cccc(Cl)c5)CC4)c3C2=O)CC1
 : 0.066	/	i	16	/	612	1.7	-32%	0.23	i	8%	0.67	-4.6	-4%	0.14	2.8	12
> CCN(CC1COc2ccccc2O1)C(=S)NC1CC2CCC1C2 (stereo not given)
 : -1.1	-0.78	i	-13	1478	1142	2.8	-2%	-0.44	i	7%	1	-4.4	1%	-0.26	3.0	2.1
> CCOc1ccc(CC2c3cc(OCC)c(OCC)cc3CCN2C(=O)CN2CCN(C)CC2)cc1OCC (stereo not given)
 : 0.56	0.68	i	/	931	1349	/	-8%	0.74	/	-13%	-0.45	0.2	24%	-0.2	/	/
> CC(C)Cc1nnc(NC(=O)CCN2C(=O)c3ccccc3C2=O)s1
 : 1.2	0.22	i	5	992	/	1.8	-7%	0.8	i	4%	-0.68	/	-8%	-0.12	3.3	6.4
> CCOC(=O)c1[nH]c2ccc(OC)cc2c1NC(=S)N1CCN(c2ccccc2)CC1
 : 1.1	-0.13	i	-2	1239	1165	2.4	-17%	1.3	i	-3%	-1.2	-1.5	-6%	-0.21	3.5	5.9

Part of the list above with just NOD2 inhibition, Dynein cargo inh and Dynein cargo inh nuclear GR-EGFP.
compound	NOD2 inhibition	Dynein cargo inh	Dynein cargo inh nuclear GR-EGFP
CCOC(=O)N1CCC(N2Cc3cccc(C(=O)N4CCN(c5cccc(Cl)c5)CC4)c3C2=O)CC1	8%	0.066	0.23
CCOC(=O)c1[nH]c2ccc(OC)cc2c1NC(=S)N1CCN(c2ccccc2)CC1	-3%	1.1	1.3

(list continues)
Values in the order – Dynein cargo inh	Insulin prom up	Yfh1-off respiration	Autophagy mod cell loss 18 h	Insulin prom up cell count	bCat nuc transl cell count 5 µM	MT stabilizer Hoechst-high %	NOD1 inhibition	Dynein cargo inh nuclear GR-EGFP	Autophagy mod	NOD2 inhibition	Dynein cargo inh cell count	bCat nuc transl	P. falciparum M17LAP	Dynein cargo inh cytoplasmic EGFP	MT stabilizer	MT stabilizer cytotoxicity %
> CN1CCN(c2ncnc3sc(-c4ccccc4)cc23)CC1
 : -1	-0.13	i	7	1405	920	1.9	32%	-0.71	i	-23%	0.24	-0.9	23%	-0.19	1.4	2.8
> CC(=O)N1CCN(S(=O)(=O)c2ccc(C)cc2)C1c1ccc(N(C)C)cc1 (stereo not given)
 : -1.1	-0.28	i	6	1059	1128	3.6	-8%	-0.58	i	-4%	1.3	-2.0	8%	-0.14	7.4	7.8
> Cc1nc2ccc(C(=O)NCc3ccc4c(c3)OCO4)cc2s1
 : 0.88	1.5	i	-3	1405	861	1.3	12%	1.4	i	-12%	-1.2	-0.1	3%	2.1	2.3	1.3
> COc1ccc(C2CC(O)(C(C)(C)O)NO2)cc1 (stereo not given)
 : -0.85	0.31	i	-7	1310	1014	2.6	-15%	-0.42	i	6%	0.53	-3.3	26%	-0.31	4.5	4.3
> CCSc1nnc(NC(=O)/C=C/c2ccc3c(c2)OCO3)s1
 : -0.65	0.82	i	-7	1356	/	2.3	-36%	-0.079	i	-39%	0.65	/	-3%	0.075	2.0	8.7
> Cc1ccc(NC(=O)c2cc(NC(=O)C3CC=CCC3C(=O)O)ccc2N2CCOCC2)cc1Cl (stereo not given)
 : -0.48	0.43	i	-2	835	1052	0.4	-6%	-0.1	i	8%	0.24	3.1	56%	-0.29	1.5	4.1
> COC(=O)c1ccc(OCCOc2ccccc2)cc1
 : -0.12	/	i	-2	/	/	1.2	-64%	0.0035	i	-15%	0.66	/	10%	-0.33	1.3	8.7
> COc1ccc(C(=O)NCC(=O)N/N=C/c2c(C)[nH]c3ccccc23)cc1OC
 : 0.48	0.77	i	/	1094	1268	/	5%	0.31	/	-42%	-0.21	-0.7	-7%	-0.21	/	/
> COc1cc(C(=O)N(c2ccc(C)c(C)c2)C2C=CS(=O)(=O)C2)cc(OC)c1OC (stereo not given)
 : 0.34	-0.17	i	9	1623	1023	1.0	-34%	0.19	i	-5%	-0.24	-1.2	6%	-0.25	2.3	5.8
> NC(=O)C1CCN(Cc2nc3ccccc3c(=O)[nH]2)CC1
 : -0.19	0.19	i	27	960	968	0.8	9%	0.36	i	23%	-1	0.4	-3%	-0.026	1.4	3.1
> CCOc1ccc2[nH]c(=O)c(CN(CCOC)C(=O)N3CCOCC3)cc2c1
 : -0.28	-0.84	i	-1	1170	1101	0.3	-10%	-0.21	i	10%	0.032	-0.3	8%	-0.23	3.2	74
> COC(=O)C1=C(C)NC(=O)CC1c1cccc(Cl)c1Cl (stereo not given)
 : 0.93	/	i	-10	/	1079	1.3	-8%	0.57	i	13%	0.51	-1.6	4%	-0.22	3.1	5.7
> COc1ccc(N=C2S/C(=C\c3cccs3)C(=O)N2CC(C)C)cc1
 : 1	-0.29	i	-9	1220	1234	1.0	0%	1.1	i	15%	0.0063	-3.5	-5%	0.017	2.6	9.0
> O=C(CNc1cc(S(=O)(=O)N2CCCC2)ccc1OCC(F)(F)F)Nc1ccc(SC(F)F)cc1
 : -0.05	-5.6	i	5	658	909	1.8	43%	0.11	i	14%	0.035	0.2	-11%	-0.26	1.6	9.1
> CCOc1c(Cl)cc(/C=N/O)cc1OC
 : -0.036	0.2	i	-11	1082	1105	1.6	-3%	-0.091	i	2%	0.23	1.4	10%	-0.35	2.3	15
> Cc1nn(C)c(C)c1N1C(=O)c2cccc3c(N)ccc(c23)C1=O
 : -0.57	2.5	i	1	1294	/	3.8	-18%	-0.56	i	-4%	0.56	/	37%	-0.31	3.3	8.0
